GalR3 antagonist = antagonists of human GalR3 | O60755 | HEK293 GalR3-CNG cAMP membrane potential fluorescence; galR3 body fused to GalR1 C-terminus | inhibition, % at 3 µM | actives 0.44% (n = 360,000) | AID 651719;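 active = inhibition above the screen-wide average plus 3 SD, cut at about 13% in these data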;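 note: forskolin and galanin both at EC90 stimulate the cells; cAMP rise reported by CNG channel membrane potential dye signal; 0% = forskolin plus galanin with DMSO and 100% = forskolin alone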
VIM-2 inhibitor = blocks Pseudomonas aeruginosa VIM-2 metallo-beta-lactamase; inhibition, % at 5.6 µM; purified VIM-2, nitrocefin hydrolysis, epi-absorbance fluorescence; AID 1527; actives 0.89% (n = 290,000);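 active = inhibition above the mean of all tested compounds plus 3 SD, cutoff set per screening run, cut at about 7.5% in these data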;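 note: red hydrolysis product quenches plate fluorescence so inhibitors raise well fluorescence; 0% = enzyme with DMSO and 100% = DMSO without enzyme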
PHOSPHO1 inh = blocks human PHOSPHO1 phosphatase activity | recombinant PHOSPHO1, absorbance phosphatase assay | AID 1565 | actives 1.1% (n = 290,000) | inhibition, % at 13.3 µM | Q8TCT1; in the data active = inhibition above about 60%
Target sequence (Q8TCT1 whole entry, looked up): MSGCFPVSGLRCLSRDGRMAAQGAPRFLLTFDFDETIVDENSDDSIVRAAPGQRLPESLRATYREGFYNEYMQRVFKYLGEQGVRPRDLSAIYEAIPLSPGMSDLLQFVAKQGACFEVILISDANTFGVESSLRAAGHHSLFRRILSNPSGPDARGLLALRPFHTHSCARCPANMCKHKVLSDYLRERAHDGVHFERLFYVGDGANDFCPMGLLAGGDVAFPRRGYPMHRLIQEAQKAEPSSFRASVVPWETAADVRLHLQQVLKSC
GPR7 antagonist = antagonists of human GPR7 (neuropeptides B/W receptor 1); P48145; GPR7-expressing cells, fluorescence antagonist assay; inhibition, % at 4.4 µM; actives 1.1% (n = 290,000); in the data active = inhibition above about 16%, passing the limit was not always enough;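 note: cells stimulated with the agonist NPW; 0% = agonist with vehicle and 100% = vehicle without agonist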
Target sequence (P48145 whole entry, looked up): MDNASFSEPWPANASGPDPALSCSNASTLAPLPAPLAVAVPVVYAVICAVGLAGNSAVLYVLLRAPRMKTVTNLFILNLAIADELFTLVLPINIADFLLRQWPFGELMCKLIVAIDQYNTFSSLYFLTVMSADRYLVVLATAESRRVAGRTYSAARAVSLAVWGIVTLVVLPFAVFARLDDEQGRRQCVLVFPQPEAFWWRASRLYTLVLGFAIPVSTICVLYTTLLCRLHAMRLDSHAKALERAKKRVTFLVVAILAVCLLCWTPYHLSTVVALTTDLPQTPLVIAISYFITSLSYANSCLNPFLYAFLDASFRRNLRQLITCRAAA
HCV NS3 hel inh = inhibitors of Hepatitis C virus NS3 helicase; NS3 helicase DNA unwinding, Cy5 molecular beacon fluorescence; inhibition, % at 10.9 µM; actives 0.56% (n = 290,000); AID 1800;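 active = inhibition above the mean of all tested compounds plus 3 SD, set per campaign, cut at about 35% in these data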;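 note: 0% = DMSO wells and 100% = thioflavine S control wells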
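Assay system – hepatitis C virus NS3 helicase domain fragment enzyme · Buffer or medium – MOPS pH 6.5, MgCl2, DTT, Tween20, BSA · Reagent – Cy5/quencher beacon DNA duplex and ATP to start · Compound – single 10.9 µM dose · Timing – 1 h at 25 °C · Technique – Cy5 beacon fluorescence read at start and 1 h · Measure – % inhibition of unwinding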
IMP-1 inhibitor = inhibitors of Pseudomonas aeruginosa IMP-1 metallo-beta-lactamase. purified IMP-1, nitrocefin hydrolysis, epi-absorbance fluorescence. inhibition, % at 5.6 µM. actives 0.45% (n = 290,000);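 active = inhibition above the mean plus 3 SD of all compounds in the same screening run, cut at about 4.5% in these data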;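 note: 0% = IMP-1 with DMSO and 100% = DMSO wells lacking enzyme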
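System: Purified IMP-1 | Read-out basis: Percent enzyme inhibition | Controls: IMP-1 with DMSO as 0%, enzyme-free DMSO as 100% | Replicates: One well per compound | Doses: 5.6 µM nominal single concentration | Detection: Epi-absorbance fluorescence, 480 nm excitation, 530 nm emission | Incubation: 25 °C, 15 min preincubation, 25 min reaction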
FID counter = fluorescent intercalator displacement, NS3 helicase counter-screen. inhibition, % at 7.9 µM. actives 0.17% (n = 290,000). AID 1845. DNA fluorescent intercalator displacement, fluorescence; in the data active = inhibition above about 37%;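 note: 0% = vehicle and 100% = reference compound; higher means more ethidium bromide displaced from hairpin DNA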
V1R ag counter = V1a receptor agonism, counter-screen for OXTR agonists; P37288; CHO-V1R cells, Fluo-8 calcium fluorescence, agonist mode; 0% DMSO, 100% 3 nM vasopressin; activation, % at 3 µM; AID 2797; actives 0.25% (n = 320,000);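 active = activation above the mean activation of all tested compounds plus 3 SD, per screening run, cut at about 20% in these data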;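 note: signal is peak over basal fluorescence ratio across a 100 second FLIPR read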
Target sequence (P37288 whole entry, looked up): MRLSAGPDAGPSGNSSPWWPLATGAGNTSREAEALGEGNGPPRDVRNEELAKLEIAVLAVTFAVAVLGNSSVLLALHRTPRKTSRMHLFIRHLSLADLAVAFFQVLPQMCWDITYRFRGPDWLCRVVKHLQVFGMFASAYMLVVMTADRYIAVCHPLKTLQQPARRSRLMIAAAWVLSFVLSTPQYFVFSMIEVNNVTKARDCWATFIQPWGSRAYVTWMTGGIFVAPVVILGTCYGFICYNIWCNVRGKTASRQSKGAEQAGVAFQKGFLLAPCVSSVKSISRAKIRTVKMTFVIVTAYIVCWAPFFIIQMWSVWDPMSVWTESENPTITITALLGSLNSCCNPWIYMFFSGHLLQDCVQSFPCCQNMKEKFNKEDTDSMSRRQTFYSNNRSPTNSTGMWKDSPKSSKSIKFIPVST
OXTR ag = human OXTR agonism; P30559; CHO-OTR cells, Fluo-8 calcium fluorescence; normalized: DMSO 0%, oxytocin 100%; activation, % at 3 µM; actives 0.32% (n = 320,000);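 active = activation above the mean of all tested compounds plus 3 SD, cutoff set per screening run, cut at about 20% in these data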;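 note: peak over basal fluorescence ratio from a 100 s FLIPR kinetic read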
The depositor's hits bear a star; x = no result given.

SMILES	GalR3 antagonist	VIM-2 inhibitor	PHOSPHO1 inh	GPR7 antagonist	HCV NS3 hel inh	IMP-1 inhibitor	FID counter	V1R ag counter	OXTR ag
Cc1nc(CN(C)Cc2nc(Cc3ccccc3Cl)no2)cs1	-3	-1.8	28	6	2	-1.2	-1	-1.0	1.2
O=C(/C=C/c1ccco1)Nc1ccc(C(=O)N2CCOCC2)cc1	2	-3.6	4	-5	7	-3.2	-16	0.9	0.0
Cc1ccc(N2CCN(S(=O)(=O)c3ccc4oc(=O)ccc4c3)CC2)c(C)c1	-3	-1.6	39	-18	4	-3.8	-27	4.9	2.5
CC(=O)c1cccc(NC(=O)COC(=O)c2ccc(S(C)(=O)=O)c([N+](=O)[O-])c2)c1	-7	-2.4	16	-1	1	-2.6	6	-0.1	-0.5
COc1ccc(CCNC(=O)CSc2cccc3cccnc23)cc1OC	0	0.2	-35	1	1	-3.1	-16	1.8	-0.4
CCCNC(=O)NC(C(=O)OC)C12CC3CC(CC(C3)C1)C2 (stereo unspecified)	-1	-2.0	45	15	-1	-1.3	-11	-0.3	-0.8
COCCn1c(SCC(=O)Nc2ccccc2OC)nc2c([nH]c3ccccc32)c1=O	-5	-3.0	33	2	-9	0.9	-25	-0.1	-1.8
O=C(O)c1cc(S(=O)(=O)O)cc(Nc2c3ccccc3nc3ccccc23)c1O	-13	0.3	27	-4	0	-1.6	12	3.6	3.8
O=c1[nH]c(CN2CCN(c3ccc([N+](=O)[O-])cc3)CC2)nc2ccsc12	1	-4.4	11	2	1	-4.1	-7	3.2	2.3
COc1ccc2c(/C=N/NS(=O)(=O)c3ccc(C)cc3)c[nH]c2c1	-5	-0.4	-6	-8	-15	0.3	3	0.8	2.0
O=C(CN1CCOCC1)NCCc1ccccc1	-5	0.3	x	-9	-3	-1.6	0	1.0	0.2
COc1ccc(CN(Cc2ccc(C(=O)O)cc2)C(=S)Nc2cc(C)cc(C)c2)cc1OC	-4	-2.5	-16	-10	15	-2.3	-26	1.0	-0.9
Cc1c(CCC(=O)O)c(=O)oc2c(C)c3occ(-c4ccc(Cl)cc4)c3cc12	-9	6.6	-7	-22	18	5.3*	-26	x	x
CCC(C)(NC(=O)c1ccccn1)C(=O)NC1CCCC1 (stereo unspecified)	-1	0.5	-12	-3	-16	-0.9	-2	1.1	-0.4
O=[N+]([O-])c1ccc(-c2nn(-c3ccccc3)cc2/C=N/n2c(-c3ccncc3)n[nH]c2=S)cc1	-2	-2.3	-145	-3	-2	-4.0	2	0.2	0.7
COC(=O)c1cc(OC)c(OC)cc1NC(=O)c1oc2ccccc2c1C	x	-1.9	x	-8	-13	-1.0	-4	x	x
O=C(CSc1nnnn1C1CCCC1)NCCc1ccccc1	-1	-1.3	10	-10	-11	-2.1	-12	0.1	0.2
OC(CN1c2ccccc2Sc2ccccc21)Cn1nnc2ccccc21 (stereo unspecified)	-4	-3.2	-7	-2	-18	0.3	-24	0.4	3.0
CCOC(=O)CCCNC(=O)COC(=O)c1cc2ccccc2cc1O	2	-1.2	-3	10	5	-3.1	-15	2.4	1.0
CN1N=C(C(=O)N2CCCC(C(=O)c3cccc(C(F)(F)F)c3)C2)CCC1=O (stereo unspecified)	-6	-1.5	28	-19	6	-2.3	-16	4.3	0.3
CCCCNS(=O)(=O)c1ccc(S(=O)(=O)NCc2ccncc2)cc1	4	-2.0	-4	-7	0	-4.7	-2	0.7	1.1
CCOC(=O)CN1C(=O)S/C(=C/c2ccc(C)o2)C1=O	-10	-2.6	29	9	0	0.7	-9	0.2	-0.9
CCC(=O)Nc1sc(C(=O)N2CCCCC2)c(C)c1C#N	-5	-2.1	-4	-5	15	-1.9	-9	0.6	-0.5
CC(=O)Nc1ccc(NC(=O)c2nccnc2C(=O)O)cn1	-9	5.8	-20	3	-8	0.7	8	1.1	4.5
Cc1ccc(S(=O)(=O)/N=C(/c2ccccc2)N2CCOCC2)cc1	-5	1.6	6	11	-5	0.5	-8	-0.1	1.1
CCC(C)NCC(=O)Nc1ccc([N+](=O)[O-])cc1C(=O)Nc1ccccc1F (stereo unspecified)	-5	-2.6	20	-14	18	-3.5	3	0.1	-0.6
CCN(Cc1ccccc1)S(=O)(=O)c1ccc(C(=O)N(CCCN(C)C)c2nc3c(F)cccc3s2)cc1	0	-0.9	33	-2	-41	-0.8	15	0.5	1.8
COCC(C)n1c(C)cc(C(=O)CSc2ccc(NC(C)=O)cc2)c1C (stereo unspecified)	-1	-4.2	35	1	3	-1.8	-10	0.5	0.6
COC(=O)c1c(NC(C)=O)sc(C(=O)Nc2ccccc2C)c1C	-2	-2.3	41	-3	1	-3.1	2	-0.1	0.4
CCOc1cc(NC(=S)NCC2CCCO2)c(OCC)cc1NC(=O)CC(C)C (stereo unspecified)	-4	-3.2	25	2	-13	-2.3	-14	-0.1	-0.7
O=C(Cc1ccc(Cl)cc1)NCc1nc(-c2ccccc2)no1	x	0.3	38	-13	0	-0.1	-11	-1.1	-2.7
COc1cc(CNC2CCCCCCC2)c(Br)cc1OCCO	-8	-2.1	-6	7	-2	-2.1	-1	-0.4	0.2
Cc1ccsc1C(=O)NN=C1CCCCCC1	-3	-4.0	41	-15	2	-4.1	-18	0.4	-0.3
CC12CCC(C(=O)Nc3nc4ccccc4s3)(OC1=O)C2(C)C (stereo unspecified)	-3	-5.5	17	-5	-8	-4.0	-17	0.3	0.1
O=C(Nc1cc(C(F)(F)F)ccc1N1CCCCC1)c1cccc([N+](=O)[O-])c1	-3	-2.2	21	-7	-3	-1.4	2	-0.3	-1.2
Cc1cccc(OCC(=O)Nc2ccccc2F)c1	-4	-1.5	28	3	-4	-0.6	4	-0.4	-2.0
O=C(c1cccs1)N1CCC(c2nc(-c3ccc(S(=O)(=O)N4CCOCC4)cc3)no2)CC1	-7	-3.3	10	-9	6	-5.2	-10	8.6	10
CSCCC(=O)N1CCCC(CNC(=O)c2ccc(-c3ccccc3)cc2)C1 (stereo unspecified)	-2	-0.3	-12	-6	-7	-2.7	-29	2.1	-0.2
Cc1ccccc1NC(=O)/C(=C/c1ccco1)c1ccccc1	0	-6.7	7	2	2	-4.1	-8	-0.5	-0.4
O=C(NCCc1ccccc1)C1CCC(=O)N(Cc2ccc(Cl)cc2)C1 (stereo unspecified)	-2	-4.1	29	-12	4	-1.6	-26	0.0	-0.7
CC(C)(C)OC(=O)N1CCC(Cc2cc(-c3ccccc3)no2)(C(=O)O)CC1	-5	-0.1	-165	-2	6	-3.7	-34	0.8	0.7
Cc1ccccc1C(=O)Nc1cccc(C(=O)Nc2ccccc2C(=O)O)c1	-11	-0.9	10	4	0	-1.0	-27	-0.7	-1.0
O=C(NC(=O)N1CCSCC1)c1c(Cl)cccc1Cl	-6	0.5	20	-11	-10	-3.2	-1	-0.6	0.1
CCN(CC(=O)Nc1ccccc1OC)CC(=O)Nc1ccccc1-c1ccccc1	-7	0.3	-10	2	19	-0.2	-32	-1.7	-1.0
CCOC(=O)CNC(=O)Cn1cnc2c(nnn2-c2cccc(OC)c2)c1=O	-13	-2.1	15	-2	-1	-1.8	-6	x	x
CC1=Nn2c(nc(-c3ccccc3)c2-c2ccccc2)NC(=O)C1Br (stereo unspecified)	-3	-3.0	19	-4	-3	-4.1	-14	0.1	-1.0
O=c1c2ccccc2nc(SCc2cn3ccsc3n2)n1-c1ccc(F)cc1	-5	-2.4	46	5	-6	-2.8	-16	0.0	-1.2
O=C(Oc1ccc2ccccc2c1)c1cncc(Br)c1	-2	-3.0	-18	-6	7	-2.8	-11	0.0	-0.6
CC1C(=O)N2CCCc3cc(S(=O)(=O)N(C)Cc4ccccc4)cc1c32 (stereo unspecified)	1	-5.7	29	0	-8	-0.3	-31	2.5	0.1
O=C(c1cccs1)N1CCCc2ccccc21	-5	-0.3	-22	-3	12	-4.3	-7	-1.6	-1.6

Following part.
SMILES	GalR3 antagonist	VIM-2 inhibitor	PHOSPHO1 inh	GPR7 antagonist	HCV NS3 hel inh	IMP-1 inhibitor	FID counter	V1R ag counter	OXTR ag
Cc1ccc(NC(=O)COc2ccccc2C(=O)NCCN(C)C)cc1	x	-4.6	32	-9	-9	-1.8	16	-0.1	0.5
C=CCn1c(SCc2cccc(OC)c2)nnc1-c1ccncc1	-2	0.9	19	-4	-10	-2.6	-22	2.6	0.9
Cc1c(C)c2ccc(OCC(=O)N3CCOCC3)c(C)c2oc1=O	6	3.2	-3	-7	-2	-1.6	-10	2.4	0.5
O=C(Cc1n[nH]c(=O)c2ccccc12)OCC(=O)N(Cc1ccccc1)Cc1ccccc1	-6	1.1	46	13	23	0.2	-18	-0.5	-2.1
CC1CN(c2oc(Cc3cccc4ccccc34)nc2C#N)CC(C)O1 (stereo unspecified)	-4	-1.7	-9	-7	0	-3.1	-15	-0.5	-1.7
COc1cccc(C2C(C(=O)c3cccs3)=C(O)C(=O)N2CCN2CCOCC2)c1 (stereo unspecified)	-3	-5.3	36	-7	-2	-2.3	-14	0.2	1.3
Cc1cc(C)c(C#N)c(SCC(=O)Nc2ccc(S(=O)(=O)Nc3onc(C)c3C)cc2)n1	1	0.3	-14	5	6	-0.4	-28	1.3	0.9
O=C(c1ccco1)N1CCCC(c2nc3c(nnn3Cc3ccccc3)c(=O)[nH]2)C1 (stereo unspecified)	-5	-2.8	35	-14	6	-2.0	-30	0.3	0.7
CN(CC(=O)Nc1ccccc1Br)C(=O)c1ccncc1	-2	-1.2	15	-6	11	-3.4	-2	1.2	0.8
CCCC1CC(c2csc(N)n2)CCO1 (stereo unspecified)	-2	-1.3	9	-5	3	-3.1	-2	-0.7	-0.1
O=C(c1ccc(Oc2ccc([N+](=O)[O-])cc2Cl)cc1)N1CCCC1	-5	-1.6	48	-5	-8	-3.4	-10	3.8	0.2
O=C(CCCCCCN1C(=O)c2ccccc2C1=O)Nc1nccs1	-5	-1.1	9	2	9	-2.5	-7	7.1	9.4
CCOc1ccc(NC(=O)CCN2CCN(S(=O)(=O)c3cc(Cl)ccc3OC)CC2)cc1	-2	-3.2	18	-15	17	-1.1	-7	5.8	8.5
CN(C)C(=O)c1cn(-c2ccccc2)nc1-c1cccs1	-4	-2.7	8	-1	2	-3.4	-8	-0.4	-1.1
CCOc1ccc(N=C2NC(=O)S/C2=C\c2ccc(OC)cc2)cc1	-4	-3.8	16	-7	2	-7.5	-3	0.1	-0.2
Cn1c(/N=C/c2ccc3c(c2)OCO3)nc2ccccc21	-3	-3.4	-10	1	-7	-1.8	-2	0.1	-0.7

Filtered by structure, the compounds so far with a CF3 group.
SMILES	GalR3 antagonist	VIM-2 inhibitor	PHOSPHO1 inh	GPR7 antagonist	HCV NS3 hel inh	IMP-1 inhibitor	FID counter	V1R ag counter	OXTR ag
CN1N=C(C(=O)N2CCCC(C(=O)c3cccc(C(F)(F)F)c3)C2)CCC1=O (stereo unspecified)	-6	-1.5	28	-19	6	-2.3	-16	4.3	0.3
O=C(Nc1cc(C(F)(F)F)ccc1N1CCCCC1)c1cccc([N+](=O)[O-])c1	-3	-2.2	21	-7	-3	-1.4	2	-0.3	-1.2

This is a random part of the collection. About 4.3% of those tested had a hit in this group.
